# Source: PubChem BioAssay
# RAD52 inh: blocks human RAD52 DNA annealing. recombinant RAD52 DNA annealing, FRET fluorescence. inhibition, % at 18.7 µM. AID 651710. P43351. 360,000 tested, 0.46% active;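 active means every replicate showing at least 50% inhibition; inconclusive means mean inhibition at least 50% but not in every replicate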
# Target sequence (P43351 whole entry, looked up): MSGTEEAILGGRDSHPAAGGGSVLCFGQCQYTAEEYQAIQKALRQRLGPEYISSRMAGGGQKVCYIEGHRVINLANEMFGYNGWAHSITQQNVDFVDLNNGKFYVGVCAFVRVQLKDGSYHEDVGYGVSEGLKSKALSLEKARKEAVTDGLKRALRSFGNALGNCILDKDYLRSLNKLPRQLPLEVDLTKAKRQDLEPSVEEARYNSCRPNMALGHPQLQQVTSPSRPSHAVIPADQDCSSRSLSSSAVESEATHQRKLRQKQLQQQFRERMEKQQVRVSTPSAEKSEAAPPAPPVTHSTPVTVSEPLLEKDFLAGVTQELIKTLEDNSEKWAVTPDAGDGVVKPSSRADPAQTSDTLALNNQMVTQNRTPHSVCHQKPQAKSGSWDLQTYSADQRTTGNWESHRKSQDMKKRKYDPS
# DENV2 CPE rescue: DENV2-induced cell death inhibition; DENV2-infected cells, cytopathic effect rescue, plate reader; CPE inhibition, % at 9.99 µM; 350,000 tested, 1.7% active; in the data active means CPE inhibition above about 20%, passing the limit was not always enough; inconclusive means no clear call, values can overlap the other calls; tested in BHK-21 cells;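 further: 0% = median of neutral control wells and 100% = median of positive control wells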
# GSIS activator: primary screen for activators of insulin secretion dependent on glucose, INS-1E cells, GLuc reporter luminescence; 370,000 tested, 0.61% active; activation, % at 16.6 µM; INS-1E GLuc reporter insulin secretion, 2-3 h; AID 743287;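 active means lowest replicate activation of at least 40%, so every replicate reaches that level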;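 further: 0% = median of neutral control wells and 100% = median of IBMX positive control wells; some compounds called inactive have numbers as strong as hits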
# E-sel inducer: E-selectin induction on HUVECs | HUVEC E-selectin immunofluorescence imaging; normalized: neutral wells 0, TNF-alpha wells 100 | activation, % at 7.58 µM | 260,000 tested, 0.37% active;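 active means mean E-selectin-positive cell signal at least 10% of the positive control, reached in at least 60% of replicates, without over 20% cell loss; inconclusive means no rule given, readout overlaps actives, possibly toxicity-flagged; inactive means the rest, including those meeting only one limit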;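 further: in these data hits start at about 27%; measured in HUVEC primary endothelial cells; signal is the percent of cells scored E-selectin positive by PE staining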
# Target sequence (P16581 whole entry, looked up): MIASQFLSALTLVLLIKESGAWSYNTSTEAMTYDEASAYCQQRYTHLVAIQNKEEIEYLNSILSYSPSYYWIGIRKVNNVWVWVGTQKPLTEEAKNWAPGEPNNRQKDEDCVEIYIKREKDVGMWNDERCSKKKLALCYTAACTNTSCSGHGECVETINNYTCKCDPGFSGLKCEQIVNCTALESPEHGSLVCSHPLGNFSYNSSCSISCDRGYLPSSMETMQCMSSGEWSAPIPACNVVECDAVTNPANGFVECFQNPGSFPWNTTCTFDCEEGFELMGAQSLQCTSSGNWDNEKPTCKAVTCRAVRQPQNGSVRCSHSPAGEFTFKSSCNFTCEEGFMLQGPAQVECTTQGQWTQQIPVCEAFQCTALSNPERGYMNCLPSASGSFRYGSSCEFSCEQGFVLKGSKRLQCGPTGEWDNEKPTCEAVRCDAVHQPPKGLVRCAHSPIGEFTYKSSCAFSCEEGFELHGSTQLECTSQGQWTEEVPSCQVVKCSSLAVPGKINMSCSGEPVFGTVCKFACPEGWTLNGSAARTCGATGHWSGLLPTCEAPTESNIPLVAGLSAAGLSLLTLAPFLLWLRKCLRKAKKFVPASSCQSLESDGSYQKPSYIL
#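 Read-out basis: % PE-positive cells; Test system: HUVEC primary endothelial cells; Technique: immunofluorescence imaging; Dosing: single-point compound dose.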
# Xi reactivation: activators of X-chromosome reactivation in mouse fibroblasts. XiGFP mouse fibroblasts, % GFP-positive cells imaging, 3 d; cells co-treated with 5-aza-dC sensitizer; scaled so ellipticine positive control = 100%. activation, % at 7.58 µM. 360,000 tested, 0.055% active;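 active means mean normalized replicate activation at least 10% and every replicate at or above 10%; inconclusive means only one of the two criteria met; inactive means mean below 10% and not all replicates reach 10%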;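 further: 0% = median of on-plate neutral control wells and 100% = ellipticine 6 µM median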
#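 Assay system – SV40-immortalized XiGFP fibroblast cells, line 68-5-11 · Buffer or medium – DMEM supplemented with 5-aza-dC as sensitizing agent · Dosing – one concentration, pinned · Benchmarks – positive control ellipticine, 6 µM final · Times – 3 days compound exposure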
# RAD54 inh: RAD54 (human) branch migration inhibition; RAD54 Holliday junction branch migration, FAM/BHQ fluorescence; 360,000 tested, 0.14% active; inhibition, % at 10.4 µM;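 active means mean normalized replicate activity at least 40 and at least half of replicates scoring 40 or more; inconclusive means only one of the two criteria met; inactive means mean below 40 and under half of replicates reaching 40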;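 further: 0% = median of neutral control wells and 100% = median of positive control wells; inhibitors cause a drop in the FAM fluorescence signal; in these data hits start at about 50%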
# CASP6 VEID inh: inhibitors of human caspase-6; purified caspase-6, Z-VEID-R110 cleavage fluorescence; inhibition, % at 12.5 µM; 350,000 tested, 0.53% active; AID 686996;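 active means mean inhibition across replicates at least about 35%, with every replicate also reaching that limit, limit read from the data; inconclusive means only one of the two criteria met; inactive means neither criterion met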;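 further: 0% = median of neutral control wells and 100% = no fluorescence left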
# CFTR F508del cor: correctors of CFTR F508del function in bronchial epithelial cells. CFBE cells, YFP halide quenching; stimulated with forskolin plus potentiator P3; % fluorescence drop versus neutral controls. activity (quench increase), % at 7.58 µM. 350,000 tested, 0.36% active;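 active means mean added fluorescence quench of at least 8% versus neutral control, with both replicates also reaching 8%; inconclusive means only one of the mean or replicate conditions met; inactive means mean below 8% and not both replicates reaching 8%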;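 further: cells transiently co-express mutant CFTR-F508del with the halide-sensitive YFP; corrector assay measuring rescue of mutant channel to the surface after 24 h compound exposure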
# * hit, by the source's call; u = inconclusive; x = no result given; & = joins results of further samples; ! = not confirmed by another sample.
SMILES,RAD52 inh,DENV2 CPE rescue,GSIS activator,E-sel inducer,Xi reactivation,RAD54 inh,CASP6 VEID inh,CFTR F508del cor
COc1ccc(/C=C2\Sc3ccc(C(=O)NCCN4CCCCCC4)cc3N(C)C2=O)cc1,56*,-1,15,x,0.2,6,-6,-1.0
COc1ccc(NC(=O)Nc2ccc3c(c2)CC(=O)N([C@H](C)CO)C[C@H](C)[C@H](CN(C)Cc2ccc(-c4ccccc4)cc2)O3)cc1,-18,0,-1,1.9,-0.9,9,1,0.1
CC(=O)N1[C@H](CO)[C@H](c2ccc(-c3cccnc3)cc2)[C@H]1CNC(=O)C1CCC1,-12,10,7,0.0,0.0,x,1,0.3
CS(=O)(=O)Nc1ccc2c(c1)[C@@H]1C[C@H](CC(=O)NCc3ccc(Oc4ccccc4)cc3)O[C@H](CO)[C@@H]1O2,-5,2,-9,-0.2,0.1,-7,-1,3.1
CCOc1ccccc1CN1CCCC(C(=O)c2ccc(OC)c(OC)c2)C1 (configuration not stated),-10,2,22,0.1,0.2,-7,-2,4.4
Cc1ccc(NC(=O)COc2coc(CN3CCN(Cc4ccccc4)CC3)cc2=O)cc1,-11,-1,1,0.0,0.2,-5,1,3.3
C[C@@H]1CCCCO[C@H](CN(C)C(=O)Nc2ccc(F)cc2)[C@H](C)CN([C@H](C)CO)C(=O)c2cc(NC(=O)Nc3ccc(F)cc3)ccc2O1,-11,-1,-1,x,0.0,-8,-2,3.7
O=C(Cc1ccc(Br)cc1)Nc1cccc(S(=O)(=O)N2CCOCC2)c1,0,-2,-34,x,0.2,2,0,1.6
Cc1ccc(CNC(=O)CCC(=O)Nc2nnc(C(C)C)s2)cc1,5,-1,21,0.0,0.0,1,1,1.8
Cc1onc(-c2c(F)cccc2Cl)c1C(=O)N1CCN(c2ncc(Br)cn2)CC1,-1,4,3,-0.1,0.0,x,1,-3.2
CC(=O)N1[C@H](C(=O)NCc2ccccc2Cl)[C@@H](CO)[C@@H]2Cn3c(ccc(-c4ccncc4)c3=O)[C@@H]21,11,-6,5,0.0,0.7,-2,1,1.0
C[C@H]([C@@H](O)[C@@H](O)[C@@H](C)C(C)(C)C)[C@H]1CC[C@H]2C3CC[C@H]4C[C@H](OS(=O)(=O)O)[C@@H](OS(=O)(=O)O)C[C@]4(C)[C@H]3CC[C@]12C (some centres not stated),-16,-2,-7,x,x,4,7,3.3
Cc1ccc(OCCC(=O)NNC(=O)c2nn(C)c(=O)c3ccccc23)cc1,-7,-6,-8,x,-0.1,5,2,-1.5
CCC(=O)Nc1cccc(C(=O)/C=C/c2cccs2)c1,-20,-2,-6,0.0,0.2,-1,3,-1.2
Cc1ccc(N(CCC(=O)Nc2nnc(C3CC3)s2)S(=O)(=O)c2ccccc2)cc1,-7,-1,4,-1.4,0.9,x,-2,x
COc1ccc(N(C(=O)Cn2nnc(-c3ccc(Cl)cc3)n2)C(C(=O)NCC2CCCO2)c2ccncc2)cc1 (configuration not stated),-10,12,-19,-0.4,0.0,x,0,-1.5
COC(=O)[C@@]12CCCCN1[C@H](c1ccc(-c3cccc(Cl)c3)cc1)[C@@H]1C(=O)N(C)C(=O)[C@@H]12,-4,-13,3,0.7,0.0,1,3,-1.8
C[C@H]1CN([C@@H](C)CO)C(=O)CCCn2cc(nn2)CO[C@@H]1CN(C)C(=O)Oc1ccccc1,-5&-5&-11,u,3&7,0.0&-0.2,0.0&-0.1,-32&21&-2,0&-1&-4,2.0&-2.5&-1.9
C[C@H](CO)N1C[C@H](C)[C@@H](CN(C)C(=O)Cc2cccnc2)Oc2cc(-c3cncnc3)ccc2S1(=O)=O,15,1,28,-0.2,-0.6,-12,-4,-2.6
O=C(CC1C(=O)NCCN1CC1CCCCC1)NCc1ccc(Cl)cc1 (configuration not stated),-5,x,-4,0.2,0.7,x,-3,1.9
O=C(Nc1cccc(F)c1)N1C[C@H]2[C@@H](c3ccccc31)[C@H](CO)N2C(=O)c1ccccn1,-3,18,-6,1.2,0.0,10,1,0.2
COc1ccc(-c2ncncc2-c2ccc(Cl)cc2)c(O)c1,-7,-5,17,x,0.0,x,-2,-1.3
CN1CCN(C(=O)CN(C)S(=O)(=O)c2ccc(F)cc2)CC1,-10,-2,-2,x,0.2,-4,-4,1.6
COc1cc(SC)ccc1C(=O)OCC(=O)N1CCCC1,4,0,15,x,0.0,-8,-1,0.7
Cc1occc1C(=O)NNC(=S)NCc1ccc(Cl)cc1,-5,-4,-15,-0.4,0.6,x,-4,2.8
Cc1nnc(NC(=O)CCC(=O)N2CCC(C)CC2)s1,-12,-3,17,x,x,6,x,2.1
N#C/C(=C/c1ccc(OCc2ccc(C(=O)O)cc2)c(Br)c1)c1cccc(F)c1,-1,1,3,3.1,0.0,x,3,-2.5
CN(Cc1ccccc1)C(=O)c1ccc(NC(=O)Cc2cccc(NC(=O)C3CCN(C(=O)C4CCCC4)CC3)c2)cc1,-16,-3,-6,1.2,0.0,0,-1,-3.1
CCC(=O)Nc1ccc2c(c1)OC[C@H](C)N(CC1CCCCC1)C[C@H](C)[C@H](OC)CN(C)C2=O,x,x,-10,0.1,-0.3,9,x,0.3
CCOc1ccc(NC(=O)CN(C)C(=O)c2cc(C)oc2C)cc1OCC,-7,-2,-15,1.2,-0.1,-12,3,-2.6
Cc1nnc(NC(=O)c2csc3c2CCC(C)C3)s1 (configuration not stated),-6,x,-2,x,0.0,x,-2,-2.2
CN(Cc1ccccc1Cl)C(=O)c1cc2ccccc2o1,-7,11,10,0.0,0.0,2,-1,2.6
Oc1cccc(-c2sc3ccccc3c2-c2ccc(OCCN3CCCCC3)cc2)c1,-1,-8,15,0.3,2.0,x,-8,1.0
CC(C)C#Cc1cnc2c(c1)C(=O)N([C@@H](C)CO)C[C@H](C)[C@@H](CN(C)Cc1cncnc1)O2,-8,-3,-3,-0.1,0.4,9,1,2.1
NC(=O)NC(=O)CC1S/C(=N/N=C/c2ccccc2)NC1=O (configuration not stated),-11,5,0,-1.1,0.0,-2,5,-4.2
O=C(Nc1sc2c(c1C(=O)NCC1CCCO1)CCCC2)c1cccs1 (configuration not stated),-19,x,8,x,x,8,3,x
[N-]=[N+]=N[C@@H](CCN1CC[C@H](O)CCC1=O)c1ccccc1,-3,-10,-3,x,0.7,-5,-2,-0.8
COc1cc(OC)cc(OC(=O)C2CCN(C(=O)c3ccc(Cl)cc3)CC2)c1,-47,-2,-15,-0.1,0.0,-5,1,1.0
O=C(N/N=C1/CC2C=CCC12)c1cccs1 (configuration not stated),-6,1,-5,0.7,0.2,1,2,-1.4
CCOc1ccc(S(=O)(=O)Nc2cc(S(=O)(=O)N3CCOCC3)ccc2OC)cc1,-11,1,15,-0.1,-0.1,-2,-1,2.3
O=C(Nc1ccc(N2CCOCC2)cc1)c1csc([C@@H]2O[C@H](CO)[C@H](O)[C@H](O)[C@H]2O)n1,-10,-5,-6,0.1,0.1,5,0,-0.2
NC(=O)CSc1nnc(-c2ccc(S(=O)(=O)N3CCOCC3)cc2)n1CC1CCCO1 (configuration not stated),-4,x,13,x,x,-2,0,x
Cc1ccccc1C(=O)N1CCC(C(=O)Nc2ccc(S(=O)(=O)N3CCCCC3)cc2)CC1,-13,3,-13,2.2,0.0,2,1,-2.4
C[C@@H]1CN([C@@H](C)CO)C(=O)c2cccc(NC(=O)NC3CCCCC3)c2O[C@@H]1CN(C)Cc1ccc(Cl)c(Cl)c1,-7,-10,-20,-1.5,0.0,-6,-2,9.3*
Cc1noc(C)c1NC(=O)N(C)C[C@H]1Oc2c(NC(=O)NC(C)C)cccc2C(=O)N([C@H](C)CO)C[C@H]1C,3,1,-1,-2.9,-0.1,9,1,-0.2
CCOc1ccc(-n2c(SCC(N)=O)nnc2-c2ccco2)cc1,-12,-4,1,0.0,0.2,-4,1,-0.3
C[C@H](CO)N1C[C@H](C)[C@@H](CN(C)Cc2ccc(O)cc2)OCc2cnnn2CCCC1=O,0&6,42*!,1&-7,-0.3&0.0,0.2&0.0,-3&0,-8&-2,-0.7&-1.6&-1.8
Cc1ccccc1NC1=C(Cl)C(=O)OC1OC(=O)c1ccco1 (configuration not stated),-14,-2,-6,x,x,-2,4,-0.9

# Structures above with fluorine (5):
SMILES,RAD52 inh,DENV2 CPE rescue,GSIS activator,E-sel inducer,Xi reactivation,RAD54 inh,CASP6 VEID inh,CFTR F508del cor
C[C@@H]1CCCCO[C@H](CN(C)C(=O)Nc2ccc(F)cc2)[C@H](C)CN([C@H](C)CO)C(=O)c2cc(NC(=O)Nc3ccc(F)cc3)ccc2O1,-11,-1,-1,x,0.0,-8,-2,3.7
Cc1onc(-c2c(F)cccc2Cl)c1C(=O)N1CCN(c2ncc(Br)cn2)CC1,-1,4,3,-0.1,0.0,x,1,-3.2
O=C(Nc1cccc(F)c1)N1C[C@H]2[C@@H](c3ccccc31)[C@H](CO)N2C(=O)c1ccccn1,-3,18,-6,1.2,0.0,10,1,0.2
CN1CCN(C(=O)CN(C)S(=O)(=O)c2ccc(F)cc2)CC1,-10,-2,-2,x,0.2,-4,-4,1.6
N#C/C(=C/c1ccc(OCc2ccc(C(=O)O)cc2)c(Br)c1)c1cccc(F)c1,-1,1,3,3.1,0.0,x,3,-2.5

# Further entries:
SMILES,RAD52 inh,DENV2 CPE rescue,GSIS activator,E-sel inducer,Xi reactivation,RAD54 inh,CASP6 VEID inh,CFTR F508del cor
O=C(C[C@@H]1C[C@@H]2c3cc(NC(=O)CC4CC4)ccc3O[C@@H]2[C@H](CO)O1)NCc1cccnc1,0,7,-2,0.2,0.1,7,-1,2.6
Clc1ccccc1CSc1nncn1NC/C=C/c1ccccc1,2,5,x,-1.6,0.0,-7,-1,5.8
COC(=O)CC(NC(=S)NC(=O)c1ccccc1)c1ccc(Br)cc1 (configuration not stated),-9,3,17,2.7,0.2,-11,2,-1.4
C/C(=N\N=C1\NC(=O)CS1)c1cccs1,-6,15,27,-0.5,0.0,x,-1,-0.3
O=C(COC(=O)CCC1CCCC1)Nc1cccc(S(=O)(=O)N2CCOCC2)c1,-11,-3,-4,x,-0.1,-7,-5,-4.6
COc1cc(/C=C2/SC(=S)N(CC(=O)O)C2=O)ccc1OCC(=O)Nc1ccc(C)c(C)c1,-10,8,2,-0.4,0.0,-15,-3,1.2
Cc1cc(C)c(S(=O)(=O)NCC(c2ccc3c(c2)OCO3)N2CCOCC2)c(C)c1 (configuration not stated),-3,-4,0,17,-0.2,8,1,-0.6
C[C@@H]1CN([C@@H](C)CO)C(=O)Cc2cc(NC(=O)CCN3CCOCC3)ccc2O[C@@H]1CN(C)S(=O)(=O)c1cn(C)cn1,5,14,9,-5.7,0.2,0,3,0.2

# Entries of single compounds, looked up by structure:
# `Cc1ccc(NC(=O)COc2coc(CN3CCN(Cc4ccccc4)CC3)cc2=O)cc1` is listed as RAD52 inh: -11; DENV2 CPE rescue: -1; GSIS activator: 1; E-sel inducer: 0.0; Xi reactivation: 0.2; RAD54 inh: -5; CASP6 VEID inh: 1; CFTR F508del cor: 3.3
# `CC(=O)N1[C@H](CO)[C@H](c2ccc(-c3cccnc3)cc2)[C@H]1CNC(=O)C1CCC1` is listed as RAD52 inh: -12; DENV2 CPE rescue: 10; GSIS activator: 7; E-sel inducer: 0.0; Xi reactivation: 0.0; RAD54 inh: x; CASP6 VEID inh: 1; CFTR F508del cor: 0.3
